High-throughput results: PubChem BioAssay, Sanford-Burnham Center for Chemical Genomics
EBI2 block: EBI2 receptor antagonists, beta-arrestin recruitment, primary screen, cell-based, luminescence, 7a,25-OHC stimulation, uHTS. G-protein coupled receptor 183 (Homo sapiens), P32249. 7a,25-OHC stimulated. inhibition, % at 5 µM. 360,000 tested, 0.81% active. AID 651636, 2012; in the data active = inhibition above about 38%;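 note: enzyme fragment complementation signal reports receptor beta-arrestin coupling in cells; 0% = agonist plus DMSO wells and 100% = wells without agonist; some results beyond the cut were filed as inactive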
Target sequence (P32249 whole entry, looked up, the tested form may be a part): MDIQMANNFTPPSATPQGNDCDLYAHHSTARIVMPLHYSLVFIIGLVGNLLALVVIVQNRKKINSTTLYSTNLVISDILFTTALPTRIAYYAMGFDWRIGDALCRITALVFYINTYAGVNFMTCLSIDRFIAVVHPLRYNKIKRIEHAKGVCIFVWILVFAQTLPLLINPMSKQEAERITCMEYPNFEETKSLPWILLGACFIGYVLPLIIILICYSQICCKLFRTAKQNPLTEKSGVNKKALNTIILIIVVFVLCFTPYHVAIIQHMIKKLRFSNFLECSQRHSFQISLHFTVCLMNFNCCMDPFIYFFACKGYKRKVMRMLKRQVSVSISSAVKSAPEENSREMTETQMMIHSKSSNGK
Gli-Sufu antag: Gli-Sufu pathway antagonists, primary screen, luciferase luminescence, Sufu-KO-LIGHT cells, uHTS; Sufu-KO-LIGHT fibroblasts, Gli luciferase reporter luminescence; inhibition, % at 5 µM; 340,000 tested, 0.74% active;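 active = inhibition above about 55%, limit read from the data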;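 note: 0% = DMSO-treated cells and 100% = wells with medium but no cells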
CCR6 antagonist: CCR6 receptor antagonists, primary screen, cell-based, CHO-K1, luminescence, beta-arrestin, uHTS | C-C chemokine receptor type 6 (Homo sapiens), P51684 | CHO-K1 CCR6 PathHunter beta-arrestin, CCL20-stimulated | inhibition, % at 20 µM | 340,000 tested, 0.49% active | AID 493098, 2011;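 active = compounds whose inhibition of the agonist-driven luminescence signal at 20 µM reaches about 50%, limit read from the data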;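 note: cells stimulated with CCL20 at 14 nM final; plate controls were DMSO with CCL20 for no effect and DMSO without agonist for full effect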
Target sequence (P51684 whole entry, looked up): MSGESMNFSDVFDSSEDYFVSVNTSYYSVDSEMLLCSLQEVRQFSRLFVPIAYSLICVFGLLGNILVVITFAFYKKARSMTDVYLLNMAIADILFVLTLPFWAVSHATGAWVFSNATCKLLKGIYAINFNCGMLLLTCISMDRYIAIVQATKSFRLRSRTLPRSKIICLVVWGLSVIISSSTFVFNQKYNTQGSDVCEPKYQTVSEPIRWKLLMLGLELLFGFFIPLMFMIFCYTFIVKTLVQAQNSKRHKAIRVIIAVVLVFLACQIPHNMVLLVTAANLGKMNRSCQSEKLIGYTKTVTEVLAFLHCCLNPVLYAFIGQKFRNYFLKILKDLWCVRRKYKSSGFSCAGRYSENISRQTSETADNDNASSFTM
Jurkat NFkB inh: inhibitors of induced NF-kB luciferase reporter, primary screen, TCR NF-kB activation inhibitor project, cell-based, luminescence, uHTS; Jurkat, PMA/ionomycin-induced NF-kB luciferase reporter; inhibition, % at 4 µM; 330,000 tested, 0.53% active; AID 435003, 2010; in the data active = inhibition above about 50%
CXCR6 block: CXCR6 receptor inhibitors, primary screen, cell-based, beta-arrestin, luminescence, CHO-K1 PathHunter, 1536-well | C-X-C chemokine receptor type 6 (Homo sapiens), O00574 | inhibition, % at 20 µM | 360,000 tested, 0.36% active; in the data active = inhibition above about 34%, passing the limit was not always enough;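 note: antagonist mode with CXCL16 agonist at 10 nM final; 0% = 10 nM CXCL16 with DMSO and 100% = unstimulated wells without agonist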
697 NFkB inh: inhibitors of PMA/ionomycin-induced NF-kB reporter, 697 cells, primary screen, B-cell NF-kB inhibitor project, cell-based, luminescence, uHTS; 697 B-cell NF-kB luciferase reporter, 16 h; inhibition, % at 4 µM; 330,000 tested, 0.33% active; in the data active = inhibition above about 35%
APJ antagonist: antagonists of human apelin receptor APJ, primary screen, CHO-K1 cells, beta-arrestin complementation, luminescence. 330,000 tested, 0.32% active. inhibition, % at 20 µM. P35414;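 active = inhibition above about 40% at 20 µM, limit read from the data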;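 note: cells challenged with 10 nM apelin-13 agonist together with compound; plate controls were apelin-13 plus DMSO wells for no effect and DMSO wells lacking apelin-13 for full effect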
UBC13 polyUb: UBC13 polyubiquitin chain formation inhibitors, primary screen, biochemical, TR-FRET, uHTS. Ubiquitin-conjugating enzyme E2 N (Homo sapiens), P61088. inhibition, % at 20 µM. 330,000 tested, 0.47% active; in the data active = inhibition above about 45%, passing the limit was not always enough
Target sequence (P61088 whole entry, looked up): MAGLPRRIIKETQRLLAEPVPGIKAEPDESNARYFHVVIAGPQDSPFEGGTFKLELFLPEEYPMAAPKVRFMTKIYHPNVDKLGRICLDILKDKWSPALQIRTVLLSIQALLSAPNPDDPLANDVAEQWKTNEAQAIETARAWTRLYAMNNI
* marks the source's active call; other numbers are inactive results; . = no result given.

#	compound	UBC13 polyUb	Jurkat NFkB inh	CXCR6 block	697 NFkB inh	Gli-Sufu antag	APJ antagonist	CCR6 antagonist	EBI2 block
1	COc1cc(O)c(C(CCN2CCOCC2)c2ccc(N(C)C)cc2)c(OC)c1 (stereo unspecified)	2.4	6.4	4.0	10.4	-21.5	24.5	3.2	-1.9
2	CC1CN(c2nc(-c3ccc(Br)cc3)nnc2-c2ccccc2)CC(C)N1 (stereo unspecified)	4.9	-26.9	2.5	-41.3	13.3	-1.3	31.3	3.6
3	CC(=O)C1=C(O)C(=O)N(Cc2ccccc2)C1c1ccc(Cl)cc1 (stereo unspecified)	4.0	2.5	-1.3	5.4	-15.1	16.9	-1.2	-9.0
4	COC(=O)c1cc2c(ccn2-c2ccc(F)cc2)n1CC(=O)C(C)(C)C	-6.4	11.3	6.5	-9.2	7.7	7.2	16.0	13.4
5	COc1ccc(C2=NS(=O)(=O)N(C)C(C(=O)Nc3ccc(C(C)=O)cc3)=C2)cc1OC	-3.9	15.2	6.2	-27.6	-6.0	-40.1	-4.4	-13.2
6	Cc1csc(NC(=O)C2CCCN(S(=O)(=O)c3ccc4c(c3)oc(=O)n4C)C2)n1 (stereo unspecified)	6.6	29.5	1.6	30.4	7.9	8.9	12.2	-10.3
7	S=c1[nH]nc(COc2ccccc2)n1/N=C/c1cccc(Br)c1	-4.9	-7.7	8.2	-23.2	8.0	25.0	13.7	3.5
8	CCOC(=O)c1[nH]c(C)c(CN(CCc2ccc(OC)c(OC)c2)C(=O)CCCC(=O)O)c1C	2.8	-16.8	4.0	9.0	-1.4	-0.5	11.1	-1.3

Continuation:
#	compound	UBC13 polyUb	Jurkat NFkB inh	CXCR6 block	697 NFkB inh	Gli-Sufu antag	APJ antagonist	CCR6 antagonist	EBI2 block
9	CCn1ncc(Br)c1C(=O)Nc1ccccc1C(=O)OC	9.4	2.3	8.9	9.6	-3.5	-1.9	3.3	8.5
10	Cc1cccc(NS(=O)(=O)c2cn(C)c(=O)n(C)c2=O)c1C	2.9	6.2	5.9	-9.6	-0.3	-9.7	3.3	-4.0
11	CSc1ccccc1C(=O)OCC(=O)N1CCN(C(C)=O)CC1	-14.4	15.6	-8.5	-20.1	-2.1	-79.1	2.8	-2.7
12	COc1ccc2nc3c(cc2c1)c(NC(=O)c1cccs1)nn3CC(C)C	-6.6	18.3	-6.9	-73.7	-31.4	-24.6	-0.3	-0.7
13	CC1Cc2ccccc2N1C(=O)CN(C)CC(=O)Nc1ccc(F)cc1 (stereo unspecified)	0.9	0.7	2.0	14.8	1.4	-12.1	-7.4	-18.6
14	CN(C(=O)COC(=O)/C=C/c1cccs1)C1CCCCC1	-4.5	-8.9	6.5	4.1	4.9	16.2	14.1	4.4
15	Cc1ccc(-c2cc(NC(=O)c3ccccc3[N+](=O)[O-])n[nH]2)cc1	5.9	-22.0	-4.6	-16.0	-1.2	-2.9	10.5	-7.7
16	COc1ccccc1NS(=O)(=O)c1cc(C(=O)N2CCCCCC2)ccc1C	3.1	-1.6	3.2	5.6	13.4	-2.5	6.2	6.2

Further results.
#	compound	UBC13 polyUb	Jurkat NFkB inh	CXCR6 block	697 NFkB inh	Gli-Sufu antag	APJ antagonist	CCR6 antagonist	EBI2 block
17	Cc1nnc(SCC(=O)N(C)c2c(N)n(Cc3ccccc3)c(=O)[nH]c2=O)n1Cc1ccccc1	-4.4	-7.6	0.7	14.0	-4.9	-11.3	-5.0	-4.2
18	CSCCC(NC(=O)c1ccc(Cl)cc1)C(=O)NC(C)(C)C (stereo unspecified)	0.3	-9.0	-3.9	-15.0	43.5	1.1	-2.3	0.8
19	S=C(Nc1cccc(Cl)c1Cl)N1CCCC1	-4.9	4.6	-5.2	-8.3	-3.3	-2.9	-3.2	4.9
20	Cc1cccc(C(=O)Nc2nnc(SCC(=O)NC3CC3)s2)c1	6.6	12.8	0.1	6.5	1.9	11.9	2.2	-13.9
21	CCCN(Cc1nnc(-c2ccccc2Cl)o1)C(=O)c1cc(S(=O)(=O)N2CCOCC2)ccc1F	-0.6	3.5	3.3	-11.1	7.8	14.9	11.7	-9.9
22	Cc1ccc(CC2C(=O)N(c3nc(C)cc(C)n3)C(=O)C2C)cc1 (stereo unspecified)	3.0	15.2	-0.8	7.3	0.0	3.1	-9.6	-11.0
23	Cn1c(=O)c(-c2cccc(Cl)c2)c(O)c2ccccc21	12.8	-4.9	1.4	17.4	5.6	-5.8	-3.6	-11.5
24	COc1ccc(/C=N/OCC(=O)NC(c2ccccc2)c2ccccc2)cc1OC	6.6	43.5	2.3	68.4*	53.6	-0.5	11.4	14.4

(more compounds)
#	compound	UBC13 polyUb	Jurkat NFkB inh	CXCR6 block	697 NFkB inh	Gli-Sufu antag	APJ antagonist	CCR6 antagonist	EBI2 block
25	COc1ccc(NC(=O)c2nc3nccc(C)n3n2)cc1S(=O)(=O)N1CCOCC1	-5.2	3.0	-11.0	10.6	3.4	-9.1	1.2	-2.9
26	Cc1ccnc(NC(=O)C2(c3cccs3)CCOCC2)c1	-0.4	7.3	-2.2	-11.8	0.3	19.6	6.0	4.0
27	CCOC(=O)N1CCN(C(=O)CNC2CCCCCCC2)CC1	6.8	4.6	2.7	12.9	5.1	8.8	13.2	45.1*
28	Cc1nonc1CN(C)C(=O)c1cc(COc2ccc(F)cc2Cl)on1	1.6	-16.3	-4.4	-11.3	-8.4	5.5	-0.6	4.3
29	Cc1ccc(NC(=O)c2ccc(Br)o2)cc1S(=O)(=O)N(C)C	14.0	-38.9	1.7	-6.6	-31.9	-1.5	-10.1	0.8
30	COc1ccccc1NC(=O)Nc1nnc(C(C)C)s1	-6.9	-52.9	-0.1	-48.8	-35.3	-11.2	5.8	-3.8
31	Cc1ccc(N(C(=O)Nc2ccccc2)C2=NCCC2)cc1	-6.0	-8.1	10.9	-20.4	-7.8	-5.0	15.0	1.3
32	Cc1ccc(SCc2c(C#N)c3ccccc3n2C)cc1	-0.2	9.5	5.7	-10.8	1.9	6.8	3.4	8.7

The results go on:
#	compound	UBC13 polyUb	Jurkat NFkB inh	CXCR6 block	697 NFkB inh	Gli-Sufu antag	APJ antagonist	CCR6 antagonist	EBI2 block
33	CCOC(=O)C1(C)NC(c2ccco2)C2C(=O)N(c3ccccc3)C(=O)C21 (stereo unspecified)	1.5	7.1	-9.3	2.7	1.8	-0.4	12.1	-16.3
34	Cc1ccc(CN2CCSc3ccc(C(=O)NCc4cccnc4)cc32)cc1	17.2	9.2	-4.9	5.7	18.8	10.5	12.9	15.1
35	Nn1cnnc1SCC(=O)Nc1ccc(C2CCCCC2)cc1	0.5	-19.5	-1.0	-49.4	-32.2	-5.7	-2.9	2.1
36	Cc1ccccc1-n1c(C)cc(/C=C2/C(=N)N3C(c4ccccc4)=CSC3=NC2=O)c1C	-7.0	7.1	12.0	-30.1	3.9	5.7	28.8	27.6
37	COc1cc(/C=C/C(=O)OCC(=O)N(C)CC(=O)Nc2ccc(F)cc2)ccc1OC(F)F	16.5	1.6	-0.7	6.4	-0.6	-5.0	11.6	0.8
38	Cc1ccc(CSc2nnc(-c3ccc(S(=O)(=O)N4CCCC4)cc3)o2)cc1	-8.5	3.6	11.4	-29.8	0.1	-10.4	9.4	20.8
39	Cc1sc2ncn(CC(=O)N3CCN(c4ccc(F)cc4)CC3)c(=O)c2c1S(=O)(=O)N1CCOCC1	3.6	4.2	-6.6	11.3	-1.0	18.7	7.2	-6.1
40	CN1CCN(CCNC(=O)c2cn(Cc3ccccc3F)nn2)CC1	0.2	4.6	-1.1	5.0	-4.9	11.7	7.6	-13.9

Continuation.
#	compound	UBC13 polyUb	Jurkat NFkB inh	CXCR6 block	697 NFkB inh	Gli-Sufu antag	APJ antagonist	CCR6 antagonist	EBI2 block
41	COCC(=O)Nc1cc(C(=O)Nc2ccccc2)ccc1Cl	-4.2	-13.2	.	-41.9	.	-15.1	.	.
42	CC1CCN(C(=O)COC(=O)c2c[nH]c3ccccc23)CC1	2.3	-39.1	-1.3	-16.7	-39.5	2.3	10.2	-4.6
43	S=C1NCCNC(=S)NCCOCCN1	8.3	8.7	-7.7	18.0	-0.3	1.1	6.4	-2.6
44	Cc1ccc(-c2n[nH]c(=S)n2Cc2ccccc2)cc1	3.0	3.8	2.6	-20.6	-0.1	8.3	4.1	2.5
45	Cc1ccc(N(C(=O)c2csnn2)C(C(=O)NC(C)(C)C)c2ccncc2)cc1 (stereo unspecified)	-3.3	-3.8	1.2	13.9	-13.3	11.9	-11.2	1.2
46	Cc1c(Cl)cccc1NC(=S)NC(=O)CCN1C(=O)c2ccccc2C1=O	-4.0	2.9	0.6	-11.3	-22.7	-12.0	-17.5	1.9
47	Cn1c(CN2CCCC2)nc2cc(NS(=O)(=O)c3ccc(Cl)cc3)ccc21	10.6	-0.3	10.1	-3.7	0.2	-3.9	0.3	-7.4
48	Cc1ccc2cc(CCNC(=O)C(C)C)c(=O)[nH]c2c1C	-11.9	-17.1	-1.6	-14.2	-12.3	-16.9	9.4	-7.2

(list continues)
#	compound	UBC13 polyUb	Jurkat NFkB inh	CXCR6 block	697 NFkB inh	Gli-Sufu antag	APJ antagonist	CCR6 antagonist	EBI2 block
49	Clc1ccccc1Cn1c(/C=C/c2ccco2)nc2ccccc21	.	.	17.1	.	-2.5	.	29.1	11.7
50	CCOCCCn1c(=S)[nH]c2cc(C(=O)NCCc3ccc(OC)c(OC)c3)ccc2c1=O	19.4	1.4	-1.7	-14.6	-0.8	-20.2	13.5	6.5
51	COc1ccc(C2=NOC(C(=O)Nc3c(C)n(C)n(-c4ccccc4)c3=O)C2)cc1 (stereo unspecified)	-1.3	2.1	6.5	13.0	-1.2	3.9	1.7	2.9
52	Cc1ccc(-n2nc3c(c2NC(=O)CC(C)C)CS(=O)(=O)C3)c(C)c1	-0.3	-2.4	7.0	9.5	2.6	12.8	7.0	-0.4
53	COc1ccc(CNC(=O)CN(Cc2ccc(OC)cc2)C(=O)CCC(=O)Nc2nccs2)cc1	1.8	-8.1	-3.0	19.1	29.3	-2.0	-0.3	11.9
54	CC1CCN(S(=O)(=O)c2cc(Cl)ccc2Br)CC1	6.8	6.2	-1.4	-9.9	-0.7	-5.8	4.6	7.4
55	CCOC(=O)c1ccc(NC(=O)CN2C(=O)C(C)SC(C)C2=O)cc1 (stereo unspecified)	-1.3	8.5	1.4	0.7	-0.2	14.2	-9.3	-2.2
56	C=CCNc1nc(N2CCCC2)nc2ccccc12	7.2	15.8	4.2	-0.1	35.2	-0.1	9.8	-9.8
57	CC[N+](CC)(CC)CCCCOc1ccc2c(c1)C(=O)c1cc(OCCCC[N+](CC)(CC)CC)ccc1-2	-116.3	-13.8	-0.9	-26.1	2.3	4.9	12.6	-20.1
